GAA glycogen mod – qHTS Assay for Inhibitors and Activators of Human alpha-Glucosidase Cleavage of Glycogen | Lysosomal alpha-glucosidase (Homo sapiens), P10253 | recombinant GAA, glycogen substrate, Amplex Red glucose oxidase fluorescence | Potency, µM (series often up to 76.4 µM), for the others: at the highest dose activity change, negative = inhibition, most hits filed as inhibitors | 300,000 tested, 0.38% active | AID 2100, 2009; active = well fitted inhibition curve with a large enough effect; inconclusive = small, poorly fitted or top-dose-only effect, or another doubt; inactive = no such curve, though single readings can be large or run the other way;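 note: 0% = full enzyme reaction and -100% = no-enzyme basal signal; the screen sought inhibitors and activators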
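Recombinant human alpha-glucosidase (4 nM final) hydrolysed bovine liver glycogen (30 ug) for 40 min at 37 C in pH 5.0 citrate/phosphate with 0.01% Tween-20. Released glucose detected by glucose oxidase/Amplex Red, Ex 573/Em 610 nm. Compounds up to 77 uM; AC50 from Hill fits.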
An asterisk follows results filed as active; ? = inconclusive; [ ] = remark or other dose. Potency is the fitted concentration of half-maximal effect. A portion of the library; rates above refer to the full screens.

GAA glycogen mod,smiles
-6%,CCOC(=O)N1CCN(c2nc(-c3cccs3)nc3ccccc23)CC1
-4%,O=C(NCCN1CCN(c2ccccc2)CC1)Nc1ccccc1Br
15%[76.3 µM],CC(C)c1ccc(NC(=O)c2ccc3c(c2)CCCN3S(C)(=O)=O)cc1
0%,COc1cccc(N2CCN(c3ccc([N+](=O)[O-])cn3)CC2)c1
-5%,CC1CCN(c2nc3c(=O)[nH]c(N)nc3n2[C@@H]2O[C@H](CO)[C@@H](O)[C@H]2O)CC1
-1%[76.3 µM],O=C(CSc1nc2scc(-c3ccccc3)c2c(=O)[nH]1)NCCc1ccccc1
5%[76.3 µM],CCN(CC(=O)Nc1c(F)cccc1F)C(=O)CNC(=O)c1ccc(C)s1
6%,COc1ccc(-n2nc(C(=O)NCC(=O)NCCC3=CCCCC3)c3ccccc3c2=O)cc1OC
-7%[76.3 µM],Cc1ccc(OCCCCn2c(CCNC(=O)C(C)(C)C)nc3ccccc32)cc1
15%[76.3 µM],CN1C(=O)S/C(=C/c2ccc(OCc3cccc(C(=O)O)c3)cc2)C1=O
1%[76.3 µM],COc1ccc(/C=C/C(=O)c2c(C)cc(C)[nH]c2=O)c2ccccc12
4%[76.3 µM],C/C(=N\NC(=O)c1cccnc1)c1ccc(Br)cc1
7%[76.3 µM],CCn1ncc(Br)c1C(=O)NC1CCCCCCC1
-3%,O=C(Cc1ccccc1)NC(C(=O)O)C(O)c1ccc([N+](=O)[O-])cc1 (stereo not given)
-3%[76.3 µM],CCN(Cc1ccccc1)C(=O)Cn1c(=O)n(-c2ccc(Cl)cc2)c(=O)c2c(C)c(C)sc21

As a working copy, some entries already given.
GAA glycogen mod,smiles
-6%,CCOC(=O)N1CCN(c2nc(-c3cccs3)nc3ccccc23)CC1
-4%,O=C(NCCN1CCN(c2ccccc2)CC1)Nc1ccccc1Br
15%[76.3 µM],CC(C)c1ccc(NC(=O)c2ccc3c(c2)CCCN3S(C)(=O)=O)cc1
0%,COc1cccc(N2CCN(c3ccc([N+](=O)[O-])cn3)CC2)c1
-5%,CC1CCN(c2nc3c(=O)[nH]c(N)nc3n2[C@@H]2O[C@H](CO)[C@@H](O)[C@H]2O)CC1

Next part
GAA glycogen mod,smiles
-6%[76.3 µM],CCN(c1ccccc1)c1nnc(NC(=O)Nc2ccc(Br)cc2F)s1
-7%[76.3 µM],COc1cccc(N2CCN(Cc3ncc(-c4ccccc4)o3)CC2)c1
-5%[76.3 µM],Cc1ccc(NC(=O)c2cc(NC(=O)/C=C\C(=O)O)ccc2N2CCCCC2)cc1
-22%[76.3 µM],O=C(Nc1ccc(F)cc1F)N1CCN(c2ccc(Cl)c(Cl)c2)CC1
-5%[76.3 µM],O=C(Nc1ccc(Br)cc1)C1CCCN(S(=O)(=O)c2ccc(Br)s2)C1 (stereo not given)
3%,Clc1cc2nc(-c3cccnc3Cl)[nH]c2cc1Cl
-8%[76.3 µM],COc1ccc(S(=O)(=O)N2CCC(C(=O)Nc3nccs3)CC2)cc1
-2%[76.3 µM],COc1ccc(C(=O)Nc2ccccc2N2CCN(C(=O)c3ccccc3)CC2)cc1Br
24%[76.3 µM],CC(C)NC(=O)CS(=O)(=O)c1ccccc1
2%[76.3 µM],Cc1ccc(-n2nc3c(=O)n(CC(=O)NC(C)CCc4ccccc4)nc(C)c3c2C)cc1 (stereo not given)
-1%,COc1ccc(Br)cc1/C=C1\Oc2ccccc2NC1=O
-13%,O=C(C1=C(O)C(=O)N(Cc2ccco2)C1c1cccc(O)c1)c1ccco1 (stereo not given)
3%[76.3 µM],CCCC(=O)N1CCC(CCC(=O)NC2CC2)CC1
-3%[76.3 µM],CCOC(=O)c1ccc(NC(=O)C2CCCN(c3cnccn3)C2)cc1 (stereo not given)
?,CC1(C)c2cc(O)ccc2OC1N1CCOCC1 (stereo not given)

Overlap with the part before: three compounds, followed by the next part.
GAA glycogen mod,smiles
3%[76.3 µM],CCCC(=O)N1CCC(CCC(=O)NC2CC2)CC1
-3%[76.3 µM],CCOC(=O)c1ccc(NC(=O)C2CCCN(c3cnccn3)C2)cc1 (stereo not given)
?,CC1(C)c2cc(O)ccc2OC1N1CCOCC1 (stereo not given)
1%[76.3 µM],Cc1ccc(C(=O)c2oc3ccccc3c2NC(=O)COc2ccc(C(C)C)cc2)cc1
-2%,COc1ccc(/C=C(\NC(=O)c2ccc(Cl)cc2)C(=O)NCCCN2CCOCC2)cc1OC
-3%[76.3 µM],COc1ccc(NC(=O)C(=O)c2cn(CC(=O)N3CCCC3)c3ccccc23)cc1OC
-6%[76.3 µM],O=C(Nc1ccc(F)cc1)C(=O)c1cn(CC(=O)N2CCOCC2)c2ccccc12
-1%[76.3 µM],CC(Oc1ccccc1)C(=O)N(CCC1=CCCCC1)c1c(N)n(Cc2ccccc2)c(=O)[nH]c1=O (stereo not given)
-4%[76.3 µM],O=C1Nc2cc(C(=O)NCC3CCCO3)ccc2S/C1=C/c1ccccc1F (stereo not given)
4%[76.3 µM],Cc1ccccc1NC(=O)Cc1nc(COC(=O)CNS(=O)(=O)c2cccc(Br)c2)cs1
6%[76.3 µM],COC(=O)c1cc(S(=O)(=O)Nc2cccc(OC)c2)cn1C
6%,COc1cc2c(cc1OC)[C@H](C)N(C(=O)COc1ccccc1)CC2
7%,COc1ccc(-n2c(=S)[nH]c3cc(C(=O)NCc4ccc(F)cc4)ccc3c2=O)c(OC)c1
-8%[76.3 µM],COc1cccc(/C=C2\SC(=O)N(CC(=O)NC3C=CS(=O)(=O)C3)C2=O)c1 (stereo not given)
18%[76.3 µM],COc1ccc(C(=O)N2CCN(C3CCCCC3)CC2)cc1OC
5%,Cc1ccccc1N/N=C/c1c(C)nc2ccccn12
11%[76.3 µM],O=C(Nc1ccc(S(=O)(=O)Nc2ncccn2)cc1)c1cc(=O)c2ccccc2o1
-5%[76.3 µM],Cc1ccc(S(=O)(=O)N2CCOCC2)cc1C(=O)NC1CCSc2ccccc21 (stereo not given)

(further entries)
GAA glycogen mod,smiles
1%[76.3 µM],COc1ccc(-c2cc(=O)[nH]c(N3CCN(Cc4ccccc4)CC3)n2)cc1
-27%[76.3 µM],COc1ccc(NCc2nc3ccccc3n2CCOc2ccccc2C)cc1
-4%[76.3 µM],O=C1CC(c2ccc3c(c2)OCCO3)Oc2ccccc21 (stereo not given)
-5%[76.3 µM],COc1ccccc1CCC(=O)N(C)CC(=O)Nc1ccc(Cl)c(C(F)(F)F)c1
-9%[76.3 µM],COC(=O)c1ccc(NC(=O)CC2C(=O)N(c3cccc(F)c3)C(=O)N2CC(C)C)cc1 (stereo not given)
-12%[76.3 µM],Cc1ccc(NC(=O)c2ccc(Br)cc2)c(C(=O)c2ccccc2)c1
14%[76.3 µM],Cc1ccc(-n2c(/C=C/c3c(C)n(C)c4ccccc34)nc3ccccc3c2=O)cc1
-3%[76.3 µM],CCOC(=O)c1c(C)[nH]c(C)c1S(=O)(=O)N(C)CC(=O)N1CCN(c2ccc(OC)cc2)CC1
0%,O=C(O)CCC(=O)NNc1nc(-c2ccccc2)c2cc(Cl)ccc2n1
-2%,COc1cc(NC(=O)c2cc(C)no2)c(OC)cc1Cl
-14%[76.3 µM],CCC(O)c1cc2c(cc1NC(=O)c1cccc(Br)c1)OCCO2 (stereo not given)
-1%[76.3 µM],O=C(c1ccco1)N1CCN(Cc2cccc(C(F)(F)F)c2)CC1
-9%[76.3 µM],COc1ccc(C(=O)Nc2nc3c(s2)CCc2cc(OC)ccc2-3)cc1
18%[76.3 µM],OC1(c2ccc(F)cc2)CCN(Cc2cccnc2)CC1
-15%,CCN(CC(=O)NCc1ccc(F)cc1)C(=O)c1ccc(COc2ccccc2)cc1

An excerpt from above in order of the GAA glycogen mod value, smallest number first.
GAA glycogen mod,smiles
-15%,CCN(CC(=O)NCc1ccc(F)cc1)C(=O)c1ccc(COc2ccccc2)cc1
-2%,COc1cc(NC(=O)c2cc(C)no2)c(OC)cc1Cl
0%,O=C(O)CCC(=O)NNc1nc(-c2ccccc2)c2cc(Cl)ccc2n1

Other records.
GAA glycogen mod,smiles
-29%[76.3 µM],COc1ccccc1/C=N/N1CCN(c2ccc(Cl)cc2)CC1
?,Cc1cc(C)cc(NC(=O)Nc2cccs2)c1
?,Cc1ccc(COC(=O)Cc2coc3cc(O)ccc23)cc1
-12%,CCc1ccccc1NC(=O)C1CCCN(c2nccc(C)n2)C1 (stereo not given)
11%,O=C1Nc2ccccc2O/C1=C\c1ccccc1
-1%[76.3 µM],COc1ccc(C(=O)Nc2cccc3c2CCCC3)cc1OC
-1%[76.3 µM],CC(c1ccccn1)N(C)C(=O)c1ccc2nc(Cc3cccc(Cl)c3)oc2c1 (stereo not given)
-4%,COC(=O)COc1c(Cl)cc(C(c2c(C)[nH][nH]c2=O)c2c(C)[nH][nH]c2=O)cc1OC
7%[76.3 µM],Cc1c(CCC(=O)NCCCn2ccnc2)c(=O)oc2c(C)c3oc4c(c3cc12)CCCC4
-17%[76.3 µM],O=C(N1CCOCC1)N1CCN(S(=O)(=O)c2ccc(Cl)cc2)CC1
-6%[76.3 µM],CCn1c(Cc2ccc(OC)cc2)nnc1SCC(=O)NC1CC1
?,COc1cc(C(=O)N/N=C/c2ccc3c(c2)c2ccccc2n3C)ccc1O
4%,O=C(COc1ccc2ccccc2c1)NCC1CCCO1 (stereo not given)
-5%,O=C1ON=C(c2ccc([N+](=O)[O-])cc2)/C1=C/c1ccccc1O
1%[76.3 µM],COc1ccc(CCNC(=O)CCS(=O)(=O)c2ccc3c(c2)NC(=O)CS3)cc1OC

The list continues.
GAA glycogen mod,smiles
5%[76.3 µM],Clc1ccccc1CNCC1CCCO1 (stereo not given)
-14%[76.3 µM],Cc1ccc(NC(=O)CN2C(=O)CSc3ccc(S(=O)(=O)N4CCCC4)cc32)cc1F
-19%[76.3 µM],O=C(Nc1ccc(S(=O)(=O)N2CCCCC2)cc1)C1CC(=O)N(c2ccc(Cl)cc2)C1 (stereo not given)
2%[76.3 µM],O=C(N[C@@H](Cc1ccccc1)C(=O)OCc1ccccc1)c1nc[nH]c1C(=O)N[C@@H](Cc1ccccc1)C(=O)OCc1ccccc1
4%[76.3 µM],COc1cccc(CN2CCN(CC(=O)NCCc3ccccc3)CC2)c1
-18%[76.3 µM],Cc1ccc2c(c1C)OC(=O)CC2c1ccccc1 (stereo not given)
-23%[76.3 µM],CC(CCc1ccc(O)cc1)NC1c2ccccc2-c2ccccc21 (stereo not given)
0%[76.3 µM],COc1ccccc1C(=O)N/C(=C\c1cn(C)c2ccccc12)C(=O)NCCCN1CCOCC1
0%[76.3 µM],Cc1cccc(NC(=O)c2oc3ccccc3c2NC(=O)c2cc(=O)c3ccccc3o2)c1
7%[76.3 µM],CC(C)c1ccc(S(=O)(=O)c2nnn3c2nc(NCC2CCCO2)c2ccccc23)cc1 (stereo not given)
2%[76.3 µM],NC(=NCCc1ccc(Cl)cc1)NS(=O)(=O)c1ccccc1
-3%[76.3 µM],COc1ccc(CC(=O)Oc2ccccc2C)cc1
-14%[76.3 µM],CCOc1ccc(CCNC(=O)CS(=O)(=O)Cc2nc(-c3cccc(Cl)c3)oc2C)cc1
-5%[76.3 µM],C/C(=N\NC(=O)c1ccccc1)C1C2C=CC(C2)C1(C)C (stereo not given)
-1%[76.3 µM],CCC1=Nc2cc(C(=O)NCCCOC)ccc2Sc2ccc(Br)cc21

(list continues)
GAA glycogen mod,smiles
2%[76.3 µM],COC(=O)c1ccc(C2Nc3ccccc3NC3=C2C(=O)CC(C)(C)C3)cc1 (stereo not given)
-20%[76.3 µM],Cc1ccccc1-c1nc(CS(=O)CC(=O)N2CCN(c3cc(Cl)ccc3C)CC2)c(C)o1 (stereo not given)
-4%[76.3 µM],COc1ccc(CN(C)C(=O)C23CC4CC(CC(Cl)(C4)C2)C3)c(OC)c1OC
-4%[76.3 µM],CC1(C)C(=O)NCCN1C(=O)c1ccc2nc(Cc3ccccc3F)oc2c1
4%,CCCn1c(SCC(=O)NC2CCCC2)nnc1-c1cccnc1
-18%[76.3 µM],CCN(CC)C(=O)C1=C(C)Nc2nc3ccccc3n2C1c1ccccc1F (stereo not given)
-4%,CC(Oc1ccc(F)cc1Br)c1nc2ccccc2c(=O)[nH]1 (stereo not given)
-1%[76.3 µM],COc1ccc(/C=C\c2onc(C)c2S(=O)(=O)N2CCC(C(=O)Nc3cccc(OC)c3)CC2)cc1
2%[76.3 µM],Cc1ccc(S(=O)(=O)Nc2ccccc2C(=O)N2CCCCC2)cc1
2%,O=C(Nc1ccccc1C(=O)N1CCCC1)c1ccc(Cl)cc1Cl
-6%[76.3 µM],O=C(CCS(=O)(=O)c1ccc(Br)cc1)N1CCN(c2ccc(F)cc2)CC1
-3%[76.3 µM],CN(CC1CCCN(CCc2ccccc2F)C1)C(=O)c1ccoc1 (stereo not given)
1%,Cc1ccc2[nH]cc(/C=C/c3cc[n+](C)cc3)c2c1
-8%[76.3 µM],COc1ccc(C2NC(=O)NC3=C2C(=O)CCC3)cc1 (stereo not given)
7%[76.3 µM],CCOc1ccccc1NC(=O)CN1C(=O)COc2ccc(S(=O)(=O)N3CCCCCC3)cc21
